GPR151 ag = human GPR151 activation | Q8TDV0 | 650,000 compounds, 1% hits | PathHunter beta-arrestin GPR151 cells, luminescence | activation, % at 11.2 µM; in the data active = activation above about 4.9%;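 also: 0% = median of compound wells and 100% = cells with positive control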
Target sequence (Q8TDV0 whole entry, looked up): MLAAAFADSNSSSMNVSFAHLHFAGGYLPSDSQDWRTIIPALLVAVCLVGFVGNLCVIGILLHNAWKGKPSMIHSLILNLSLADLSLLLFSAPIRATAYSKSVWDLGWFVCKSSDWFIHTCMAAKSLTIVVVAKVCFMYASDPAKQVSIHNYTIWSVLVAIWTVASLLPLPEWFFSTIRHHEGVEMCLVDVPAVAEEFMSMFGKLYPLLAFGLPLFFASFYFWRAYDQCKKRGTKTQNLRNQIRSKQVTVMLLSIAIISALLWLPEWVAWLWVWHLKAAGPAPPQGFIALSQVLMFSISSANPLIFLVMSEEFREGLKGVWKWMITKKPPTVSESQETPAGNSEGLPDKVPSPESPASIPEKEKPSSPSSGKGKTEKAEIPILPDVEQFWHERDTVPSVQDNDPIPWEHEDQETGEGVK
TEAD-YAP block = TEAD-YAP interaction inhibition; HEK-TIYL cells, TEAD-Gal4/YAP UAS-luciferase luminescence; inhibition, % at 9.12 µM; 640,000 compounds, 1.4% hits; in the data active = inhibition above about 32%;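 also: 0% = median of test compound wells and 100% = reference inhibitor wells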
MITF primary = human MITF inhibition, primary screen. AlphaScreen MITF homodimerization, bead proximity signal. inhibition, % at 2.6 µM. 650,000 compounds, 0.91% hits. AID 1259374; in the data active = inhibition above about 50%;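 also: 0% = vehicle wells with protein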
Target sequence (O75030 whole entry, looked up): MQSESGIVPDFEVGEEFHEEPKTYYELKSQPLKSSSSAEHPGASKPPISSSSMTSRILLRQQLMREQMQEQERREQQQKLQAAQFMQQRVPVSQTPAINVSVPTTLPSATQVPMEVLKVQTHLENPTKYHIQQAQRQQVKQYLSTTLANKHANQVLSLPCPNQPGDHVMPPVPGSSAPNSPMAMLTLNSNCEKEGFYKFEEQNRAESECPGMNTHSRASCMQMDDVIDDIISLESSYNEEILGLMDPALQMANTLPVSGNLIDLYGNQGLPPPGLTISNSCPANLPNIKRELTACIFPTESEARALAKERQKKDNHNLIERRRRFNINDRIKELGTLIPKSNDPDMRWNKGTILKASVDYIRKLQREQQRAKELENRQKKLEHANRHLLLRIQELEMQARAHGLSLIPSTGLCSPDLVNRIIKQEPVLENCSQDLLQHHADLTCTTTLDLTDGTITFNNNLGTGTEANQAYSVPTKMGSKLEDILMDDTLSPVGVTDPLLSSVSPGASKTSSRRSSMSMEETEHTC
FBW7 activator = human FBW7 E3 ligase activation, primary screen; Q969H0; AlphaScreen FBW7–phospho-cyclin E peptide binding, activator screen; 650,000 compounds, 0.13% hits; normalized activity (activation), % at 26.1 µM; in the data active = normalized activity above about 1.9%;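 also: purified mutant Fbw7 with reduced substrate affinity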
* hit, by the source's call; & = joins results of further samples.

Every second line gives: GPR151 ag | TEAD-YAP block | MITF primary | FBW7 activator
> CC(C)(C)OC(=O)NC(c1ccc(-n2cc(NC(=O)Cc3ccccc3)cn2)cc1)C(F)(F)F (stereo unspecified)
  -0.2 | 1 | -8 | 0.0
> CCc1ccc(CC)c(S(=O)(=O)Nc2cc3c(C(C)=O)c(C)oc3c3ccccc23)c1
  0.3 | -2 | 13 | 0.0
> Cc1nc(N2CCN(C(=O)c3ccc(F)c(F)c3)CC2)[nH]c(=O)c1C
  0.9 | 2 | 9 | -0.1
> CC(C)c1ccc(N(CC(=O)Nc2cccc([N+](=O)[O-])c2)S(C)(=O)=O)cc1
  -1.3 | -11 | 1 | -0.2
> O=C(Nc1cccc(Cl)c1)c1oc2ccccc2c1NC(=O)C1CCCO1 (stereo unspecified)
  2.3 | 5 | -5 | 0.2
> Cc1ncc(CO)c2cc(-c3nnc(NCc4ccc(F)cc4)s3)c(=O)oc12
  -0.7 | -7 | -2 | -0.3
> C1CCCN(c2nc(N3CCCCCC3)nc(N3CCCCCC3)n2)CC1
  -0.6 | 4 | 0 | 0.2
> O=C(Nn1cnc2ccccc2c1=O)c1ccc(Cl)cc1Cl
  0.2 | -32 | 7 | 0.2
> Cc1cc(Nc2ccc(N3CCC(C)CC3)cc2)n2ncnc2n1
  0.3 | 7 | 11 | 0.0
> O=C(Cn1c(=S)[nH]c2ccccc2c1=O)N1CCCC1
  0.9 | 0 | -4 | -0.1
> CCn1c(SCC(=O)Nc2cccc(F)c2)nnc1-c1cn(C)nc1OC
  0.5 | 9 | -14 | -0.2
> COC(=O)CN1c2ccccc2NC2=C(C(=O)CC(C)(C)C2)C1c1ccco1 (stereo unspecified)
  0.9 | 0 | 1 | -0.2
> COc1cccc(NC(=O)CSc2nc3[nH]ncc3c(=O)[nH]2)c1
  1.2 | 5 | 1 | 0.1
> COc1cccc(NC(=O)c2sccc2S(=O)(=O)N2CCN(c3ccc(Cl)cc3)CC2)c1
  3.3 | -2 | -6 | -0.1
> Cc1ccc(-c2ccccc2CN2CCN(Cc3cccs3)C(CCO)C2)o1 (stereo unspecified)
  0.0 | 1 | 1 | 0.0
> Cc1ccc(CN2CCNC(=O)C2CC(=O)N(C)Cc2ccsc2)o1 (stereo unspecified)
  0.5 | -1 | 5 | -0.1
> Cc1nc2ccc(NC(=O)c3ccccc3C(=O)O)cc2s1
  0.9 | 3 | 11 | 0.0
> CON(C)c1nc(OCCNC(=O)OCc2ccc(Cl)cc2Cl)nc(N(C)C)n1
  0.0 | 5 | -2 | 1.4
> COc1ccc(CNc2ccc(F)c(F)c2)cc1OC
  -4.6 | -11 | 12 | 0.1
> COc1cccc(/C=C2\N=C(c3ccc(Cl)cc3)OC2=O)c1OC
  1.7 | -6 | 8 | 0.0

Gathered by group, the compounds so far with an aryl thioether with sulfur outside any ring.
Every second line gives: GPR151 ag | TEAD-YAP block | MITF primary | FBW7 activator
> CCn1c(SCC(=O)Nc2cccc(F)c2)nnc1-c1cn(C)nc1OC
  0.5 | 9 | -14 | -0.2
> COc1cccc(NC(=O)CSc2nc3[nH]ncc3c(=O)[nH]2)c1
  1.2 | 5 | 1 | 0.1

New compounds follow.
Every second line gives: GPR151 ag | TEAD-YAP block | MITF primary | FBW7 activator
> CC(C)(C)C(=O)CSc1nc2ccccc2c(=O)n1CCc1ccc(S(N)(=O)=O)cc1
  1.9 | 27 | -5 | -0.1
> CCOC(=O)C1(CC)C(=O)OC(C(=O)NC2CCCCC2)C1C (stereo unspecified)
  1.0 | 7 | -2 | 0.0
> Cc1cc(C)nc(/N=C(\N)Nc2cc(Cl)ccc2C)n1
  -1.6&2.8 | 5&-12 | 7&6 | -0.1&-0.1
> Cc1ccc(S(=O)(=O)Nc2ccc(N)cc2)cc1
  1.6 | 7 | 4 | -0.1
> Cc1c(C(=O)N2CCCC2)oc2c1-c1nn(CC(=O)N3CCOCC3)cc1CC2
  -0.5 | 6 | -6 | -0.2
> Cc1ccc2cc3c(N)nn(C(=O)c4ccc(F)cc4)c3nc2c1
  1.6 | -3 | 6 | -0.2
> Cc1cc2nc(C)n3c4ccccc4nc3n2n1
  -2.3 | 7 | -7 | -0.1
> COc1cc(C(=O)NCc2ccccc2)ccc1OC(C)=O
  -1.6 | -16 | 11 | 0.8
> CCc1nnc(NC(=O)c2cc(OC)c(OC)c(OC)c2Br)s1
  0.0 | 0 | 8 | -0.2
> Cc1cn[nH]c1C1CCCN(S(=O)(=O)c2ccc(F)cc2)C1 (stereo unspecified)
  -0.7 | -7 | 1 | -0.2
> C=C1C2(C(=O)Nc3cc(C)ccc3OC)CCC(C2)C1(C)C (stereo unspecified)
  -0.5 | 1 | -8 | 0.8
> Cc1ccc(N(CC(O)CN2CCCC2)S(=O)(=O)c2ccc3ccccc3c2)cc1 (stereo unspecified)
  1.0 | 5 | -11 | -0.1
> CCc1cc2ccc(C)cc2nc1SCC(=O)Nc1nnc(C)s1
  1.7 | 13 | -2 | -0.1
> COc1ccccc1/C=C1\N=C(c2cccc(I)c2)OC1=O
  -0.9 | 13 | 18 | 0.2
> Cc1ccc2c(c1)C(=O)C(=O)N2CC(=O)N(c1ccccc1)C(C)C
  1.2 | -6 | 13 | -0.1
> Brc1ccc2nc(-c3cccs3)c(NCC3CCCO3)n2c1 (stereo unspecified)
  -0.3 | -60 | 10 | 0.8
> CC(=O)Nc1cc(CNCc2ccccn2)cc(C(=O)N2CCc3ccccc3C2)c1
  0.9 | 2 | 14 | -0.2
> O=C(Cc1ccccc1)Nc1cnn(-c2cccc(C(=O)N[C@H]3CCCNC3)c2)c1
  -0.6 | -8 | 11 | 0.0
> CCOc1ccc(NC(=O)NCc2nc(-c3ccncc3)n[nH]2)cc1
  -0.6 | 0 | 20 | 0.0
> CN(C(=O)NCc1noc2ccccc12)c1cccc(Cl)c1
  1.5 | 1 | 9 | 1.2

New compounds follow.
Every second line gives: GPR151 ag | TEAD-YAP block | MITF primary | FBW7 activator
> C=CCn1cc(C(=O)N2CCN(C)CC2)c(=O)c2cc(S(=O)(=O)N(CC)CC)ccc21
  -0.7 | -3 | -12 | 0.2
> COc1cccc(CN2CCN(C(C)=O)[C@@H](C)C2)c1
  0.7 | -2 | 2 | -0.1
> Fc1ccc(/C=N/Nc2ccc(Cl)nn2)c(F)c1
  -0.3 | 8 | 10 | 0.8
> C=CCN(CC=C)Cc1c(O)ccc2c(=O)c(-c3ccccc3Cl)coc12
  0.0 | 0 | 20 | 0.5
> CCOC(=O)N1CCC(NS(=O)(=O)c2ccc3c(c2)n(C)c(=O)c(=O)n3C)CC1
  0.5 | -5 | 9 | 0.2
> COCCn1c(Cc2cccn2C)nnc1SCC(=O)Nc1cccc(NC(C)=O)c1
  -0.4 | 0 | 9 | 0.6
> O=C(Nc1nonc1OCCOc1nonc1NC(=O)c1ccccc1)c1ccccc1
  1.0 | 14 | 12 | 0.2
> CC(=O)C1=C(C)NC(SCC(N)=O)=C(C#N)C1c1cccs1 (stereo unspecified)
  -0.6 | 7 | 17 | 0.8
> COc1ccc(C(C#N)N2N=C(C)CC2(C)C)cc1OC (stereo unspecified)
  0.2 | 0 | -25 | 0.1
> CN(C)c1ncc(CN2CCCC(CNS(=O)(=O)c3cccc4cccnc34)C2)s1 (stereo unspecified)
  0.3 | 5 | 9 | 0.2
> C/C=C(/C)C(=O)OC1CCC2(C)C(=CCC3C2CCC2(C)C(C(C)CCCC(C)C)CCC32)C1 (stereo unspecified)
  0.4 | -3 | -16 | 0.2
> CN(Cc1c(C(=O)N2CCCCCCC2)nc2sccn12)CC1Cc2ccccc2O1 (stereo unspecified)
  0.1 | 8 | -2 | -0.1
> COC(=O)CN1CNc2c(c(=O)n(C)c(=O)n2C)C1
  1.1 | 4 | -1 | 0.0
> CN(Cc1nc(-c2ccc3c(c2)OCO3)no1)CC1COc2ccccc2O1 (stereo unspecified)
  3.8 | -3 | 7 | 0.1
> CCc1ccccc1NC(=O)CSc1nc2ccsc2c(=O)n1Cc1ccc(OC)cc1
  1.0 | 0 | -3 | 0.2
> Cc1nc(CN(C)C(=O)c2cc(COc3c(F)cccc3F)on2)cs1
  0.1 | -7 | -18 | 0.0
> CC(=O)c1ccc(OCCCC(=O)Nc2ccc(C)cc2Br)cc1
  0.4 | 3 | 12 | 0.3
> NNC(=O)c1ccc(CN(Cc2ccccc2)S(=O)(=O)c2ccc(Cl)cc2)cc1
  -1.8 | -6 | -3 | 0.0
> CCOc1ccccc1NC(=O)C1CCC(CNc2c(N3CCOCC3)c(=O)c2=O)CC1 (stereo unspecified)
  -0.7 | 1 | 2 | 0.0
> C=CCSc1nnc(C)n1-c1ccc(Cl)cc1
  -0.6 | 1 | -13 | -0.1

Grouped by structure, the entries above with bromine (3)
Every second line gives: GPR151 ag | TEAD-YAP block | MITF primary | FBW7 activator
> CCc1nnc(NC(=O)c2cc(OC)c(OC)c(OC)c2Br)s1
  0.0 | 0 | 8 | -0.2
> Brc1ccc2nc(-c3cccs3)c(NCC3CCCO3)n2c1 (stereo unspecified)
  -0.3 | -60 | 10 | 0.8
> CC(=O)c1ccc(OCCCC(=O)Nc2ccc(C)cc2Br)cc1
  0.4 | 3 | 12 | 0.3

Further compounds.
Every second line gives: GPR151 ag | TEAD-YAP block | MITF primary | FBW7 activator
> Cc1ccccc1NC(=S)N(Cc1cccs1)C1CCCC1
  -0.2 | -1 | -7 | 0.2
> O=S(=O)(Cc1ccc2c(c1)OCO2)c1ccc2ccccc2c1
  5.8* | -7 | 12 | 0.1
> COc1ccccc1NC(=O)C(C)Oc1ccccc1 (stereo unspecified)
  -0.2 | 7 | 12 | 0.6
> COC(=O)c1ccc(OCC2c3cc(OC)c(OC)cc3CCN2C(=O)c2ccc(F)cc2)cc1 (stereo unspecified)
  2.2 | 8 | 26 | 0.1
> CCOC(=O)c1ccc(-c2ccc(/C=C3/SC(=N)N(c4nonc4NC(C)=O)C3=O)o2)cc1
  -1.0 | -14 | 3 | -0.2
> Cc1ccc(-c2cnc3ccc(NCc4ccccn4)nn23)cc1C
  -0.9 | 24 | 7 | 0.4
> CCN1CCN(c2nc3ccc(OC)cc3cc2C#N)CC1
  -1.1 | -13 | -19 | 0.1
> COc1ccc(OC)c(NC(=O)C2=C(C)C(=O)OC23CCCCC3)c1
  1.7 | 6 | 9 | 0.1
> Cc1cccc(-c2nc3ccccc3c(=O)n2Cc2ccccc2F)c1
  0.7 | -16 | 14 | 0.3
> CCCN(CCC)S(=O)(=O)c1ccc(C(=O)Nc2ccc(O)c(-c3nc4ccccc4s3)c2)cc1
  1.7 | 0 | -7 | 0.3
> O=C(Oc1ccccc1-c1ccccc1)C12CC3CC(CC(C3)C1)C2
  1.0 | -5 | 2 | -0.1
> Cc1ccc(-n2nc3c(c2NC(=O)c2ccc(F)cc2)CS(=O)C3)cc1 (stereo unspecified)
  -0.8 | 2 | -5 | 0.5
> CC(=O)C(C)Sc1nc2c(c(=O)[nH]c(=O)n2C)n1Cc1ccccc1Cl (stereo unspecified)
  -1.9 | -33 | 3 | -0.1
> CCOc1cc(/C=C2/C(=N)N3N=C(C(C)C)SC3=NC2=O)cc(Cl)c1OCCOc1ccccc1C
  -1.0 | -17 | 19 | 0.4
> CCOC(=O)CSc1ccc(C(=O)N2CCN(c3ccc(OC)cc3)CC2)cc1[N+](=O)[O-]
  1.4 | -3 | -13 | 0.2
> COc1ccc(OC)c(CN2CCN(CCCc3ccccc3)CC2)c1
  0.9 | 0 | 66* | -0.1
> Cc1cc2ccccc2c(=O)n1CC(=O)N1CCN(Cc2ccc3c(c2)OCO3)CC1
  -1.3 | 7 | 6 | 0.2
> Cn1cc(CN2CCC(n3nccc3NC(=O)C3CCCC3)CC2)cn1
  0.4 | -4 | -6 | 0.0
> CCOc1ccc(N(CC(=O)Nc2nccs2)S(=O)(=O)c2c(C)noc2C)cc1
  2.2 | 4 | 17 | 0.1
> Cc1ccc(NC(=O)CN(C2=NC3CS(=O)(=O)CC3S2)c2ccccc2F)cc1 (stereo unspecified)
  -0.5 | -2 | 8 | -0.2

(further entries)
Every second line gives: GPR151 ag | TEAD-YAP block | MITF primary | FBW7 activator
> Cc1cc(C)c(C)c(OCCOCCN2CCN(C)CC2)c1
  1.2 | -10 | -2 | 0.1
> NNC(=O)CSc1ncnc2nc[nH]c12
  -2.0 | 0 | 43 | -1.0
> CC(=O)Nc1ccc2nc(NC(=O)c3ccc(N4CCCC4)c([N+](=O)[O-])c3)sc2c1
  1.2 | 10 | 13 | -0.3
> CCC(=O)NC(=S)Nc1cccc(NC(=O)c2ccco2)c1
  -0.1 | 3 | -8 | 0.0
> O=C(CCN1C(=O)c2cccc([N+](=O)[O-])c2C1=O)Nc1cccc(Cl)c1
  -3.7 | 9 | 26 | 0.6
> O=C(Nc1ccc(Cl)cc1)NC1CC1
  -0.5 | 5 | 17 | 0.0
> O=C(NCCO)C(=O)Nc1ccc(Cl)c(C(F)(F)F)c1
  0.2 | -3 | -5 | -0.1
> c1ccc(N2CCN(C3CCN(Cc4ccccn4)CC3)CC2)cc1
  0.7 | -3 | 54* | 0.1
> O=C(Nc1nnc(SCCN2CCCCC2)s1)c1ccccc1Cl
  0.5 | -3 | 11 | 0.1
> CN1CCN(c2ccc(-c3nc(NC4CCN(Cc5ccccc5)CC4)c4ncn(CCN5CCCC5=O)c4n3)cc2)CC1
  1.9 | 8 | 7 | -0.1
> Cc1cccc(C)c1Nc1nnc(SCc2cccc(S(=O)(=O)N(C)C)c2)s1
  0.7 | 8 | 6 | 0.0

Screening results deposited in PubChem by The Scripps Research Institute Molecular Screening Center.
